LEDGF integ inh: blocks HIV-1 LEDGF/p75-dependent DNA integration. TR-FRET IN-LEDGF/p75 DNA integration, Eu/Cy5. inhibition, % at 3.7 µM. actives 0.64% (n = 370,000). AID 743269;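 active = inhibition above the screen-wide mean plus 3 SD, cut at about 13% in these data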;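 note: signal is the Cy5 over europium emission ratio at 671 and 618 nm; 0% = plate median of compound wells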
ARFGAP1 inh: inhibitors of rat ARFGAP1; Arfgap1-stimulated ARF1 GTP hydrolysis, GDP FP detection; inhibition, % at 16.5 µM; actives 0.26% (n = 360,000); AID 651572;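 active = inhibition above a per-plate limit, mean inhibition of low control wells plus 3 SD, cut at about 25% in these data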;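 note: 0% = DMSO wells with enzyme and 100% = wells lacking Arfgap1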
Target sequence (Q62848 1-136 limits assumed): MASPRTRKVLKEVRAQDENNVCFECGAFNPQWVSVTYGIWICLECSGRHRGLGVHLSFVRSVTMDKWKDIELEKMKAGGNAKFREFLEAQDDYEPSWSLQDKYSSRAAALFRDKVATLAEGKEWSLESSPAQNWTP
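Repeats: one replicate per compound; assay system: rat Arfgap1 catalytic domain, aa 1-136; times: enzyme reaction 120 min at 25 °C after 20 min preincubation; detection: FP of antibody-bound GDP Alexa 633 tracer, ex 620/em 688 nm; benchmarks: high control wells lacking Arfgap1, low control full reaction with DMSO; reagent: human ARF1(Δ1-17)-GTP substrate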
ADAM17 inh: inhibits human ADAM17; P78536; recombinant ADAM17, EDANS/DABCYL FRET peptide cleavage; inhibition, % at 6.95 µM; actives 0.83% (n = 370,000); AID 720648;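 active = inhibition above the mean of compounds lying between control limits plus 3 SD, set per campaign, cut at about 8.5% in these data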;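 note: 0% = DMSO-only wells as the low control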
DDE Tn6 FP inh: disrupts Tn6 cyclic peptide binding to fibrin D-Dimer-E complex. inhibition, % at 8.3 µM. P02675. Fibrin DD(E) TRITC-Tn6 fluorescence polarization displacement. actives 0.21% (n = 370,000);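 active = inhibition above a per-campaign cutoff: mean of compounds within control limits plus 3 SD, cut at about 15% in these data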;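 note: 0% = median of all compound wells on the plate and 100% = blocking peptide control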
DDE Tn7 FP inh: inhibitors of Tn7 peptide binding to human fibrin DD(E); P02675; FP displacement of FITC-Tn7 peptide from fibrin DD(E); 0% = median of compound wells per plate; inhibition, % at 8.3 µM; actives 0.13% (n = 370,000);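 active = inhibition above the mean of compounds falling within the control limits plus 3 SD of them, cut at about 14% in these data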;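 note: 0% = plate median of compound wells and 100% = 10 µM Aha-Tn7 peptide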
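Assay system: Fibrin-DD(E) protein isolated from polymerized human fibrin clots; read-out basis: percent inhibition; medium: Tris/NaCl/CaCl2 buffer, pH 7.8; signal: FP measurement; incubation: 10 min plus 3 h, room temperature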
KLK7 zymogen act: proKLK7 (human) activation, primary screen. P49862. purified proKLK7, EDANS-DABCYL substrate fluorescence; 100% is mature enzyme control, 0% vehicle. activation, % at 7 µM. actives 0.9% (n = 370,000). AID 652039;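 active = activation above the mean of all tested compounds plus 3 SD, computed per campaign excluding outliers beyond control limits, cut at about 13% in these data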
ASAP1 GAP inh: ASAP1 ArfGAP inhibition | Q9ULH1 | ASAP1-stimulated ARF1 GTP hydrolysis, GDP FP detection | inhibition, % at 16.5 µM | actives 0.19% (n = 360,000) | AID 624377; in the data active = inhibition above about 25%;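 note: 0% = vehicle with enzyme and substrate and 100% = no enzyme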
Target sequence (Q9ULH1 325-724 limits assumed): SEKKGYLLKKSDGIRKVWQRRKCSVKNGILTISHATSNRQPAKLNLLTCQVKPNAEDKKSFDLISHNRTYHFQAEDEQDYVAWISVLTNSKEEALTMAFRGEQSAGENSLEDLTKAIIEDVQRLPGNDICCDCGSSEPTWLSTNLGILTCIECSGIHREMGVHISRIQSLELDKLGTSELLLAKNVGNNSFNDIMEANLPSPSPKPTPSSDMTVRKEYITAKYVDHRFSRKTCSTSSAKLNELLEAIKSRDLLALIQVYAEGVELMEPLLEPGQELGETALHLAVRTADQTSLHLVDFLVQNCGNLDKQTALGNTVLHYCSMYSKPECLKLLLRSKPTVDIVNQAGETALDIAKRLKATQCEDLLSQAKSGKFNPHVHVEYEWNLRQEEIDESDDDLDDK
ADAM10 inh: inhibitors of human ADAM10. O14672. recombinant ADAM10, EDANS/DABCYL FRET peptide cleavage, 3 h. inhibition, % at 7 µM. actives 0.62% (n = 370,000). AID 720582;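 active = inhibition above a per-campaign cutoff equal to the mean of compounds falling between control-based bounds plus 3 SD, cut at about 20% in these data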;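 note: 0% = DMSO wells while the 100% control is not disclosed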
TDP2 inh: TDP2 (human) inhibition, absorbance primary screen; inhibition, % at 12.8 µM; recombinant TDP2, T5PNP hydrolysis, p-nitrophenol absorbance 415 nm; actives 0.34% (n = 370,000);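 active = inhibition above the mean of all tested compounds plus 3 SD, set per campaign, cut at about 25% in these data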;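 note: 0% = DMSO with enzyme and 100% = buffer with substrate but no TDP2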
Target sequence (O95551 whole entry, looked up): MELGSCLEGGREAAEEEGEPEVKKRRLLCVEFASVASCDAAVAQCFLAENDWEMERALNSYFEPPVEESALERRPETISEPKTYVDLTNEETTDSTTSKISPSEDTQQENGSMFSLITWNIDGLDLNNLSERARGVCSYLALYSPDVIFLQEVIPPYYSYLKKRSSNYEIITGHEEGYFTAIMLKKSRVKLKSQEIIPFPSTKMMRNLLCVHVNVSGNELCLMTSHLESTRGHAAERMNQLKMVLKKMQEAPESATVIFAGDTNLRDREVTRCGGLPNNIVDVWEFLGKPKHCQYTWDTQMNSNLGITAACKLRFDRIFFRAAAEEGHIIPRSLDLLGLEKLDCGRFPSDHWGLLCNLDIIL
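Assay system: Recombinant human TDP2 | Quantity: 120 nM TDP2 per well | Incubation: 2 h at 37 °C | Signal: Epi absorbance | Evaluation: Percent inhibition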
PLC-gamma1 inh: inhibitors of human phospholipase C gamma1; purified PLC-gamma1, fluorogenic substrate, fluorescence; inhibition, % at 12.2 µM; actives 0.84% (n = 370,000); AID 720700; in the data active = inhibition above about 9.5%
Starred values were filed as active, the others as inactive; i = inactive.

SMILES	LEDGF integ inh	ARFGAP1 inh	ADAM17 inh	DDE Tn6 FP inh	DDE Tn7 FP inh	KLK7 zymogen act	ASAP1 GAP inh	ADAM10 inh	TDP2 inh	PLC-gamma1 inh
CCC(=O)N(CC)c1nc(-c2cc(OC)ccc2OC)cs1	-0.6	3.7	-0.7	-0.3	10.6	-0.4	-14.0	3.3	5.0	-0.8
CCN(CC)CCCN(C(=O)Cn1nnc(-c2ccc(OC)c(OC)c2)n1)C(C(=O)NC(C)(C)C)c1ccc(F)cc1 (configuration not stated)	-2.1	2.2	-0.1	1.1	1.4	-0.2	5.7	3.2	14.0	-0.7
COc1ccc(C2Oc3ccccc3C3=C2C(c2cccs2)n2ncnc2N3)cc1 (configuration not stated)	5.6	5.0	9.6*	-2.9	-8.7	0.4	11.9	9.6	-10.2	-80.4
CCOC(=O)N1CCN(C(=O)CN(c2cccc(C(F)(F)F)c2)S(C)(=O)=O)CC1	-0.7	13.1	-9.4	2.9	1.9	0.6	-13.5	-2.7	0.3	-4.2
Cn1c(=O)c2c(SCC(=O)N3CCOCC3)nc(-c3ccccc3Cl)nc2n(C)c1=O	0.0	-2.3	3.4	2.8	0.3	0.7	-13.0	2.7	5.2	3.0
COc1ccc2c(c1)c1ccc3c(c1n2C)C(=O)C=CC3=O	-0.9	1.6	-4.9	-15.8	6.4	-0.1	3.7	-19.3	10.4	-53.8
CN(CC(=O)Nc1ccc(N2CCOCC2)cc1)C(=O)c1ccc(CS(C)(=O)=O)cc1	-1.2	-10.5	-2.5	0.2	-5.8	-0.2	-5.2	-14.0	8.3	1.1
Nn1c(Cc2ccccc2)nc2sc3c(c2c1=O)CCC3	4.9	2.8	1.2	-0.7	-1.2	-0.1	10.9	5.6	8.1	2.3
O=C(c1cccc(Cl)c1)N1CCCC(C(=O)N2CCCCCC2)C1 (configuration not stated)	1.8	8.5	-5.0	1.6	1.0	0.7	8.4	-7.1	4.5	1.0
COC(=O)CCCCCNC(=S)Nc1ccc2[nH]c(=O)[nH]c2c1	-0.9	-1.7	-2.1	-0.7	-7.9	0.2	3.1	-2.5	8.6	0.8

Structural class: the compounds so far containing four or more nitrogen atoms.
SMILES	LEDGF integ inh	ARFGAP1 inh	ADAM17 inh	DDE Tn6 FP inh	DDE Tn7 FP inh	KLK7 zymogen act	ASAP1 GAP inh	ADAM10 inh	TDP2 inh	PLC-gamma1 inh
CCN(CC)CCCN(C(=O)Cn1nnc(-c2ccc(OC)c(OC)c2)n1)C(C(=O)NC(C)(C)C)c1ccc(F)cc1 (configuration not stated)	-2.1	2.2	-0.1	1.1	1.4	-0.2	5.7	3.2	14.0	-0.7
COc1ccc(C2Oc3ccccc3C3=C2C(c2cccs2)n2ncnc2N3)cc1 (configuration not stated)	5.6	5.0	9.6*	-2.9	-8.7	0.4	11.9	9.6	-10.2	-80.4
Cn1c(=O)c2c(SCC(=O)N3CCOCC3)nc(-c3ccccc3Cl)nc2n(C)c1=O	0.0	-2.3	3.4	2.8	0.3	0.7	-13.0	2.7	5.2	3.0
COC(=O)CCCCCNC(=S)Nc1ccc2[nH]c(=O)[nH]c2c1	-0.9	-1.7	-2.1	-0.7	-7.9	0.2	3.1	-2.5	8.6	0.8

Continued:
SMILES	LEDGF integ inh	ARFGAP1 inh	ADAM17 inh	DDE Tn6 FP inh	DDE Tn7 FP inh	KLK7 zymogen act	ASAP1 GAP inh	ADAM10 inh	TDP2 inh	PLC-gamma1 inh
Cc1cc(C)c(NC(=O)CNC(=O)CNC(=O)C2CCCCC2)c(C)c1	-0.2	2.8	1.1	2.4	-4.2	0.2	-2.4	-17.1	-0.3	1.4
Cc1ccc(NC(=O)CN(C)CC(=O)NC2CCCc3ccccc32)cc1 (configuration not stated)	-9.1	5.5	-2.4	8.8	-1.4	-1.0	-3.7	6.6	-9.8	1.7
O=c1c2ccccc2[nH]c(=S)n1-c1cccc(S(=O)(=O)N2CCCC2)c1	0.9	2.8	-0.7	-6.1	4.6	-0.1	-2.0	4.8	2.5	3.2
c1ccc(-c2cnnc(SCc3cn4cccnc4n3)n2)cc1	0.1	3.3	-3.1	-4.2	-0.7	-0.1	19.1	-3.1	4.5	1.2
Cc1ccc(CN2CCSc3ccc(C(=O)NCCCN4CCOCC4)cc32)cc1	0.9	15.3	i	-4.5	4.3	4.9	1.8	i	0.1	i
COc1ccc(Cc2nc3ccc(C(=O)N4C[C@@H](C)O[C@@H](C)C4)cc3o2)cc1OC	-1.8	-5.3	0.7	-4.0	5.6	0.6	0.7	13.5	-17.2	2.3
CC(C)OC(=O)CCC(=O)Nc1ccc(F)cc1	7.0	-5.0	7.7	6.1	-1.0	-0.1	4.6	-0.1	-18.4	4.8
O=C(Cc1ccc([N+](=O)[O-])cc1)Nc1ccc(C(=O)N2CCOCC2)cc1	0.7	12.5	2.3	6.3	-7.7	0.1	-2.4	10.0	-1.7	1.7
COC(=O)[C@@]12CCCCN1[C@H](c1ccc(-c3ccc(Cl)c(Cl)c3)c(OC)c1)[C@H]1C(=O)N(C)C(=O)[C@H]12	-0.4	-13.7	-4.6	3.7	-2.9	0.0	4.8	-1.8	10.9	-1.2
COc1cc([C@H]2Oc3c(OC)cc(CCCO[C@@H]4O[C@H](CO)[C@@H](O)[C@H](O)[C@H]4O)cc3[C@@H]2CO)ccc1O	2.2	5.4	-2.6	-5.7	-7.0	0.3	-3.5	-8.9	-1.4	2.9
Cc1ccccc1-n1nc2c(c1NC(=O)c1c(-c3ccccc3Cl)noc1C)CSC2	9.2	-7.5	4.2	-3.9	-2.8	-1.3	-5.7	12.8	-1.4	0.4
Cc1cccc(N2C(=O)c3ccc(Br)cc3C2=O)n1	0.6	-10.8	-1.3	0.0	-6.2	0.7	-2.8	-0.8	-6.2	2.3
Cc1ccc(C(=O)N2O[C@]34C=C[C@]25C[C@@H](O)CC[C@]5(C)C3CC[C@]2(C)[C@@H]([C@H](C)/C=C/[C@H](C)C(C)C)CC[C@H]24)cc1 (some centres not stated)	3.7	-0.8	-1.5	-7.8	-5.1	0.5	-0.3	-4.6	5.3	0.7
Cc1ccc(C)c(CN2C(=O)CSc3ccc(C(=O)NCCN4CCOCC4)cc32)c1	0.9	-20.9	0.8	6.4	7.1	-0.3	-5.7	2.2	-0.3	0.1
Cc1cc(NC(=O)C2CCCCC2)nc2c1c(=O)oc1ccccc12	-0.1	-10.6	-6.1	5.6	3.4	-0.1	-3.1	-0.2	0.3	-1.8
COc1cccc2[nH]c3c(N4CCC(C(N)=O)CC4)ncnc3c12	-1.2	-1.0	i	6.6	-2.4	25.3*	17.0	i	3.2	-456.5
Cc1ccc([C@H]2C[C@H](O)[C@@H](n3cc(C4CC4)nn3)CN2Cc2cccs2)cc1	-2.6	-1.5	5.0	8.2	2.0	0.0	5.0	-0.7	-6.0	1.9
O=C(CCN1C(=O)/C(=C/c2ccc(F)cc2)SC1=S)NNC(=O)c1ccncc1	2.9	13.3	-0.3	-1.6	-2.1	-0.2	0.0	0.5	3.8	2.5
CC(C)CCn1c(CN2CC(C)OC(C)C2)nc2c1c(=O)n(C)c(=O)n2C (configuration not stated)	1.3	14.2	1.0	4.1	-5.0	0.3	9.3	-0.9	-4.3	0.6
CCOC(=O)c1c(NC(=O)C2c3ccccc3Oc3ccccc32)sc(C(C)=O)c1C	-2.7	5.6	0.0	-2.6	2.8	-0.1	-2.9	-7.7	0.3	-0.1
COc1cccc(CN2CC(C(=O)NCCN3CCOC3=O)CCC2=O)c1 (configuration not stated)	2.0	-2.2	0.7	-8.0	6.2	0.7	0.6	2.3	3.2	5.0
O=S(=O)(c1ccc(OC(F)(F)F)cc1)N1CCCC(c2ccccc2)C1 (configuration not stated)	0.0	5.5	-1.1	7.3	-3.8	-0.5	1.8	6.2	-5.5	1.8
CCN(CC)CCCNC(=O)c1cc2c(=O)n(C)c3ccccc3c2n1C	-1.6	0.4	-10.0	1.9	6.7	-0.2	8.7	-57.8	2.7	-6.3
CCOC(=O)c1cnc2ccc(Br)cc2c1NCC(C)O (configuration not stated)	1.5	-2.6	10.3*	-4.1	-1.3	0.8	-1.3	7.3	-13.1	12.4*
COc1ccc(/C=C/C2=NN(Cc3ccccc3)C(=O)CC2)cc1	2.4	-3.5	1.7	3.1	-1.4	1.1	6.7	1.5	-11.3	-4.0
O=C(NC(=S)Nc1ccccc1N1CCOCC1)c1ccc(-c2cccc(Cl)c2)o1	1.1	4.2	-2.9	5.4	-7.3	-0.7	11.7	-7.3	3.5	-20.2
N#C/C(=C/c1ccc(N2CCCCC2)o1)C(=O)Nc1ccc2ccccc2c1	4.0	5.7	2.7	13.9	-10.3	0.8	13.2	8.7	7.7	-88.4
CC(C)(C)c1ccc(S(=O)(=O)N2CCCCC2C(=O)NCc2ccccn2)cc1 (configuration not stated)	0.3	9.4	0.5	-3.5	-2.5	0.6	3.4	-5.1	-7.9	0.0
CN(C)CCNc1ncnc2c1ncn2[C@H]1CN(Cc2cccnc2)C[C@@H](CO)O1	-2.4	1.1	-3.1	-3.6	-3.3	-0.1	3.1	-6.8	9.3	0.4
Cc1cccc(OCc2nnc(SCC(=O)N3CCN(c4ccccc4)CC3)o2)c1C	1.8	0.7	-1.0	-0.2	0.2	0.5	0.2	-4.1	1.5	0.6
O=c1cc2oc3cc(O)c(O)cc3c(-c3ccccc3[N+](=O)[O-])c-2cc1O	86.0*	-4.1	2.9	-3.3	2.9	0.0	5.4	5.8	3.0	12.9*
Clc1ccc(CSc2nncn2-c2ccc3c(c2)OCCO3)cc1	0.9	4.1	0.5	-8.0	-7.1	0.1	-0.2	-1.5	7.0	-1.6
CCOc1ccccc1C(=O)OCC(=O)Nc1ncc(C(F)(F)F)cc1Cl	-1.8	1.6	-4.1	12.8	2.0	-0.3	12.8	-9.0	1.3	-3.8
O=C(c1ccc(CS(=O)c2cccc(Cl)c2)o1)N1CCN(C2CCCCC2)CC1 (configuration not stated)	1.0	9.7	-3.5	1.3	-5.5	-0.1	-13.3	-1.3	-8.0	2.1
CNc1ncnc(NC)c1[N+](=O)[O-]	-1.3	1.6	-1.4	0.0	0.4	-1.0	-9.4	-9.5	-13.2	4.1
O=C(CCc1nc2ccccc2c(=O)[nH]1)Nc1ccc(N2CCCCC2)cc1	-2.2	1.9	-4.2	-3.8	6.7	0.2	-13.3	-4.5	1.5	0.6
COC(=O)c1ccc(COC(=O)c2ccc(-n3cnnn3)cc2)o1	0.0	4.1	-1.7	-5.2	-5.9	-0.3	-2.6	-4.3	3.0	-1.7
O=c1cc(-c2ccc(O)cc2)oc2ccc3ccccc3c12	-0.6	15.9	-12.3	6.9	2.1	-19.4	5.3	-53.0	5.7	-441.0

This is a random part of the collection; about 4.2% have a hit in one of these screens.
